Source: PubChem BioAssay (Sanford-Burnham Center for Chemical Genomics)
beta cell repl – inducers of MIN6 beta-cell proliferation, primary screen, ATP luminescence, uHTS; MIN6 cells proliferation, ATPlite luminescence, 48 h; cells starved in 0.2% serum; 100% = growth in 10% serum; proliferation, % at 10 µM; 330,000 compounds, 0.29% hits; AID 2380, 2010;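 active = compounds whose signal lies at least 3.5 SD above the mean of all wells on their plate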;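 note: 0% = DMSO-treated cells in low-serum medium and 100% = 10% serum control; some compounds called inactive have numbers as strong as hits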
APJ antagonist – antagonists of human apelin receptor APJ, primary screen, CHO-K1 cells, beta-arrestin complementation, luminescence | 330,000 compounds, 0.32% hits | inhibition, % at 20 µM | P35414;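 active = inhibition above about 40% at 20 µM, limit read from the data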;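 note: cells challenged with 10 nM apelin-13 agonist together with compound; plate controls were apelin-13 plus DMSO wells for no effect and DMSO wells lacking apelin-13 for full effect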
Target sequence (P35414 whole entry, looked up): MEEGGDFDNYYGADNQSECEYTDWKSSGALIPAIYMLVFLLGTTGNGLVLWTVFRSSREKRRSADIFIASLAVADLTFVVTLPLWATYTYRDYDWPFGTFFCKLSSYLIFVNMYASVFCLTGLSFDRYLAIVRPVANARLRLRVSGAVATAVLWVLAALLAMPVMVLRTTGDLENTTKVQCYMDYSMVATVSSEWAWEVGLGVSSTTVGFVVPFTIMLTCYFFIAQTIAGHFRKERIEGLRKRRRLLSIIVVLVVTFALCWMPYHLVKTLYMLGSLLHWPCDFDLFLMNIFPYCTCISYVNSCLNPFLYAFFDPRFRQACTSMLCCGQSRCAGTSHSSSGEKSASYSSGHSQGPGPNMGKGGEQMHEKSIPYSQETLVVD
TIM10 inh – growth inhibitors of isogenic TIM10 control yeast, primary screen, counter-screen for tim10-1 yeast inhibitor project, luminescence, uHTS | S. cerevisiae TIM10 strain growth, BacTiter-Glo luminescence, 24 h | inhibition, % at 10 µM | 330,000 compounds, 1.4% hits;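 active = inhibition of 40% or more at the single tested concentration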;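 note: wild-type TIM10 isogenic control strain grown at permissive 25 °C; 0% = DMSO yeast wells and 100% = minimal medium wells without yeast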
GRIN3A LBD mod – binders of NR3A ligand-binding domain, primary screen, biophysical, differential scanning fluorimetry, uHTS; Glutamate receptor ionotropic, NMDA 3A (GRIN3A) ligand-binding domain; NR3A LBD differential scanning fluorimetry, Tm shift; 0% = protein alone, 100% = glycine-bound protein; Tm shift relative to glycine control, % at 25 µM; 340,000 compounds, 2.5% hits; AID 1259313, 2017;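 active = melting temperature shift of at least 10% of the positive control shift, at one fixed dose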
MPTP block – mitochondrial permeability transition pore inhibitors, primary screen, biochemical, isolated mouse mitochondria, absorbance | 360,000 compounds, 1.4% hits | inhibition, % at 10 µM | Ca2+ swelling absorbance, 30 min | AID 602449, 2012;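 active = inhibition of 50% or more, scaled per plate between neutral and stimulator controls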;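 note: 0% = DMSO wells given calcium and 100% = 1 mM EGTA wells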
NALP3 yeast inh – NALP3 inflammasome inhibitors in reconstituted yeast, primary screen, luminescence, uHTS; Yeast reconstituted NLRP3/ASC/caspase-1, beta-gal luminescence, 24 h; inhibition, % at 10 µM; 330,000 compounds, 0.39% hits;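 active = inhibition of 50% or more; inactive = inhibition below 50%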;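 note: plate controls were induced DMSO wells for no effect and uninduced yeast grown without galactose for full effect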
tim10-1 inh – growth inhibitors of tim10-1 mutant yeast, primary screen, luminescence, uHTS; S. cerevisiae tim10-1 ts strain growth, BacTiter-Glo, 24 h; inhibition, % at 20 µM; 330,000 compounds, 2.2% hits;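 active = inhibition of at least 40%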;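 note: mutant grown at 25 °C; 0% = DMSO wells with yeast and 100% = wells holding no yeast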
tim23-1 inh – growth inhibitors of tim23-1 mutant yeast, primary screen, luminescence, uHTS. AID 463212, 2010. 330,000 compounds, 1.3% hits. inhibition, % at 20 µM. S. cerevisiae tim23-1 growth, BacTiter-Glo luminescence, 24 h;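 active = growth inhibition of the mutant yeast at or above 50%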;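 note: temperature-sensitive mutant grown at 25 °C; plate controls were DMSO-treated mutant yeast for no effect and medium wells lacking yeast for full effect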
APJ ag – agonists of human apelin receptor APJ, primary screen, CHO-K1 cells, PathHunter beta-arrestin, luminescence; P35414; 0% DMSO wells, 100% apelin; activation, % at 20 µM; 330,000 compounds, 0.11% hits; AID 2520, 2010;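 active = activation more than six SD over the plate average, tested at 20 µM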;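 note: 0% = DMSO alone and 100% = apelin-13 at 10 nM; some results filed as inactive read as strong as hits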
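Assay system: CHO-K1 APJ beta-arrestin complementation cell line / Compound: single test compound dose, 20 µM final, 1% DMSO / Times: overnight seeding, 90 min compound at 25 °C, 1 h detection / Technique: beta-gal luminescence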
Active calls of the source: *; . = no result given. Random draw from the library; overall some 7.2% were active at least once.

SMILES	beta cell repl	APJ antagonist	TIM10 inh	GRIN3A LBD mod	MPTP block	NALP3 yeast inh	tim10-1 inh	tim23-1 inh	APJ ag
CCCCn1c(C(C)NC(=O)CC)nc2ccccc21 (stereo not drawn)	2	14	-10	-1	-0.2	11	-13	-9	3
Nc1ccccc1SSc1ccccc1N	-6	-12	18	3	0.1	0	33	18	-3
CCOC(=O)Nc1cccc(OCC(=O)Nc2ccc(OC)cc2OC)c1	1	14	24	0	0.5	12	30	24	-8
O=S(=O)(c1ccccc1)N1CCN(c2nnnn2-c2ccccc2)CC1	2	-4	0	-1	-2.7	2	23	19	5
NC(=O)c1ccccc1Br	-2	13	5	0	-1.9	9	4	11	4
O=C(Nc1ccc(N2CCN(C(=O)c3ccccc3F)CC2)cc1)c1cncc(Br)c1	9	-15	13	0	1.5	29	46*	35	5
Cc1cc(C)cc(N(CCC(=O)Nc2nnc(C)s2)S(=O)(=O)c2ccc(Cl)cc2)c1	0	19	-2	-1	-0.1	9	13	6	-4
CSCC[C@H](NC(=O)C1CCN(C(=O)[C@H](Cc2ccccc2)NS(=O)(=O)c2ccc(C)cc2)CC1)C(=O)O	3	17	7	0	0.0	6	-1	19	-3
COC(=O)c1cc(S(=O)(=O)N2CCN(c3ccccc3)CC2)c[nH]1	-2	8	-3	3	-1.8	10	-11	0	2
O=C(CSc1ccc(-c2ccco2)nn1)NC1CCCC1	1	-31	-22	-1	13	10	-2	1	-2
CCOC(=O)COc1cc([N+](=O)[O-])cc2cccnc12	2	7	6	0	0.5	15	10	-10	-2
Cn1c2ccccc2c(=O)c2c(=O)n(Cc3ccccc3)c(-c3ccc(F)cc3)nc21	-1	8	28	1	0.5	8	12	23	-1
COc1ccc(S(=O)(=O)Nc2cc(C)on2)cc1OC	-2	10	9	2	-1.7	0	7	4	-2
Cc1oc(-c2ccccc2Cl)nc1CS(=O)CC(=O)NCc1ccco1 (stereo not drawn)	3	-6	-4	1	-0.8	-2	6	-7	-1
CCOCCCN(C(=O)Nc1ccc(CC)cc1)C1CCN(C(C)=O)CC1	1	12	1	-1	0.0	11	-7	-4	0
O=C1N[C@H](Cc2ccccc2)C(=O)N[C@H]1Cc1cn(S(=O)(=O)c2ccccc2)c2ccccc12	-3	-16	3	-2	.	11	0	15	4
CC(C)OC(=O)c1cccnc1N1CCN(c2ccc(F)cc2)CC1	-3	-1	-9	-3	-0.9	-5	32	1	0
O=C1C=CC(=O)N1N(c1ccccc1)c1ccccc1	-7	23	54*	1	0.6	3	65*	55*	-1
Cc1ccc(C)c(Nc2c([N+](=O)[O-])c(=O)oc3ccccc23)c1	0	32	16	-1	6.0	38	4	18	-5
CC(=O)c1ccc(NC(=O)c2ccc3c(c2)C(=O)N(c2ccccn2)C3=O)cc1	-1	13	-1	-3	1.0	2	18	16	1
O=C(CCc1nnc(-c2ccsc2)o1)N1CCc2c(Cl)cccc2C1	5	-1	13	-5	2.0	7	11	-4	-1
COc1ccc(N(C(=O)c2snc(C(N)=O)c2N)C(C(=O)NC2CCCC2)c2cc(OC)ccc2OC)c(OC)c1 (stereo not drawn)	-4	9	-11	-3	0.8	12	10	9	-2
CCN(CC)C(=O)CN1CCN(c2ccccc2F)CC1	-3	-6	5	1	-0.2	-5	-9	5	-7
O=[N+]([O-])c1ccc(Sc2nnnn2-c2ccccc2)nc1	-5	-70	10	2	.	5	37	32	3
O=C(NCCCNC(=O)c1cc(Cl)ccc1Cl)c1ccccn1	-1	-12	-11	3	0.3	12	5	10	0
O=C(Nc1ccccc1)NC1CCCCNC1=O (stereo not drawn)	0	15	-3	2	0.0	7	-6	-8	0
CS(=O)(=O)c1ccc(-c2nnc(NC(=O)c3cccc(N4C(=O)CCC4=O)c3)o2)cc1	1	8	-10	6	-1.0	-2	-3	10	-2
Cc1oc2cc3c(C(=O)N4CCCCC4)c(C)oc3cc2c1C(=O)N1CCCCC1	4	-10	13	-1	1.3	17	8	20	1
COc1ccc2nc(N3CCCC3)c(C#N)cc2c1	-2	12	-1	1	0.1	3	16	16	0
Nc1nc(CSc2ncn[nH]2)nc(Nc2ccc(F)cc2)n1	-1	2	11	-2	0.0	2	-1	2	0
CNc1nnc(C(F)(F)F)s1	0	0	-6	-2	3.8	5	10	12	-2
Cc1ccc(S(=O)(=O)N(CC(=O)Nc2ccc(C)cc2C)C(=O)N2CCN(C)CC2)cc1	-5	13	5	1	-1.7	4	-5	3	10
CS(=O)(=O)c1ccc(Cl)c(NC(=O)CCN2C(=O)NC3(CCCC3)C2=O)c1	-1	4	-3	1	1.0	3	-5	-5	0
Cc1nc2cc(C(=O)NCc3ccc4c(c3)OCO4)ccc2n1-c1ccc(Br)cc1	0	-1	15	-7	-0.6	-2	47*	52*	-4
CCCOc1ccc2oc(=O)c3c(c2c1)CCCN3C(=O)CN1CCc2ccccc2C1	-4	-48	36	-1	1.6	11	37	43	9
COc1ccc(OC)c(NC(=O)CCNS(=O)(=O)c2cccc3nonc23)c1	-2	21	1	3	-3.3	26	-15	-6	2
CCOc1ccc(-c2c(C(=O)N/N=C/c3cccnc3)nnn2-c2nonc2N)cc1	0	14	-13	2	-0.3	9	-5	2	1
CC1CCN(Cc2cnc(Cl)s2)CC1	-3	-12	-15	-1	-1.2	5	7	10	-3
CCc1nnc(N2C(=O)c3cccc4cccc(c34)C2=O)s1	2	10	7	-10	-0.3	-30	19	17	1
Cc1cc(C(=O)OCC(=O)NCc2cccs2)ccc1[N+](=O)[O-]	-3	-11	-3	0	0.4	20	-3	6	-3
Cc1ccc(NC(=O)CN2CCN(CCN=CC3=C(O)CC(c4ccccc4)CC3=O)CC2)cc1 (stereo not drawn)	0	-12	17	-2	0.2	36	-4	0	-1
COc1ccc(CCNC(=O)c2c(Cl)ccc(Cl)c2OC)cc1OC	-3	-14	-6	2	1.9	16	-4	7	-1
COc1cccc(/C=C/C(=O)OCC(=O)NCc2ccco2)c1	-2	-4	4	-2	0.2	-11	15	-3	0
CCOCCOC(=O)c1[nH]c2c(c1C)C(=O)CC(c1cc(OC)c(OC)c(OC)c1)C2 (stereo not drawn)	0	6	28	0	1.1	24	17	13	2
CCn1c(SCC(=O)NC2CCCCC2)nc2c(c1=O)SCC2	2	22	11	-2	0.5	13	10	10	3
CCCNC(=O)N1CCN(S(=O)(=O)c2ccc(C)cc2)CC1	0	-9	1	-3	-0.3	15	-4	11	-1
CC(C)c1ccc(CN2C(=O)c3ccccc3S2(=O)=O)cc1	0	13	11	2	2.4	36	12	21	1
COc1ccc2[nH]c(O)c(N=NC(=N)N)c2c1	-2	-8	-30	-2	0.3	20	-13	6	-2
COC(=O)CCC(=O)OC1(C)C(=O)C=C2C=C(C3CC3)N(CC(C)C)C=C2C1=O (stereo not drawn)	-3	-32	-1	.	.	9	-17	8	15
O=C(Nc1c(C(=O)N2CCOCC2)cnn1-c1ccccc1)c1ccccc1F	0	10	13	-1	-1.4	9	-10	0	-2
Cc1nn(Cc2ccc(F)cc2)c(C)c1NC(=O)C1c2ccccc2Oc2ccccc21	-3	9	15	5	-2.9	10	8	11	2
Cc1onc(-c2ccccc2Cl)c1C(=O)N(Cc1ccc(N(C)C)cc1)C(C)C	-1	18	-8	0	2.8	8	23	27	1
O=C(Cn1c(=S)[nH]c2ccccc2c1=O)NCCc1ccccc1	-6	9	-2	2	2.6	2	16	8	-2
COc1ccc(N2Cc3ccc(C(=O)N/N=C\c4ccc(O)cc4O)cc3C2)cc1	-5	-2	-11	.	.	2	-15	-26	-2
COc1ccc(C2=NOC(Cn3nc(C(=O)NCc4ccc5c(c4)OCO5)cc3-c3ccccc3)C2)cc1 (stereo not drawn)	-5	-8	-19	-3	0.9	12	-8	10	-1
Cc1ccccc1OCCn1cnc2c(N)ncnc21	-3	12	4	0	6.0	12	-12	-7	-5
COc1ccc2[nH]c3c(c2c1)CCN1C(=O)C(CC(=O)NCc2ccco2)C[C@H](C(=O)N2CCCCC2)[C@@]31C (stereo partly drawn)	.	.	6	0	-2.7	.	7	28	.
CC(=O)c1cccc(-n2nnnc2SCC(=O)Nc2ccccc2N2CCCCC2)c1	-4	9	15	1	7.5	25	9	18	-6
CN(C)c1ccc(CNc2ccccn2)cc1	-2	21	-13	1	2.7	24	14	10	-2
CC(C(=O)N1CCc2ccccc2C1)N(c1ccccc1)S(C)(=O)=O (stereo not drawn)	-2	14	-1	-2	0.0	3	11	13	1

Looked up by compound from the entries so far, four records:
SMILES	beta cell repl	APJ antagonist	TIM10 inh	GRIN3A LBD mod	MPTP block	NALP3 yeast inh	tim10-1 inh	tim23-1 inh	APJ ag
Cc1ccc(NC(=O)CN2CCN(CCN=CC3=C(O)CC(c4ccccc4)CC3=O)CC2)cc1 (stereo not drawn)	0	-12	17	-2	0.2	36	-4	0	-1
COc1ccc2[nH]c3c(c2c1)CCN1C(=O)C(CC(=O)NCc2ccco2)C[C@H](C(=O)N2CCCCC2)[C@@]31C (stereo partly drawn)	.	.	6	0	-2.7	.	7	28	.
CN(C)c1ccc(CNc2ccccn2)cc1	-2	21	-13	1	2.7	24	14	10	-2
COc1ccc(CCNC(=O)c2c(Cl)ccc(Cl)c2OC)cc1OC	-3	-14	-6	2	1.9	16	-4	7	-1

Additional structures
SMILES	beta cell repl	APJ antagonist	TIM10 inh	GRIN3A LBD mod	MPTP block	NALP3 yeast inh	tim10-1 inh	tim23-1 inh	APJ ag
Cc1ccc(S(=O)(=O)C2(C(=O)NCCc3ccccc3)CC2)cc1	0	-13	0	2	4.1	25	15	15	-3
CC(=O)c1c(C)[nH]c(C(=O)Nc2ccc(Cl)cc2)c1C	0	15	0	-5	20	-16	10	28	-2
Cc1nn(CCC(=O)NNC(=S)NCC(C)C)c(C)c1Br	0	77*	7	0	-0.4	43	9	13	-14
Cc1nc2c3ccccc3nc(NNC(=O)CCC(=O)NCCN3CCN(c4ccccc4F)CC3)n2n1	7	-11	2	-3	2.8	52*	18	11	12
O=C1CC(NS(=O)(=O)c2cccnc2)CN1c1cccc(F)c1 (stereo not drawn)	0	8	2	3	-0.9	13	7	7	-6
O=C(Nc1ccncc1)c1cc(S(=O)(=O)N2CCN(c3ccccc3)CC2)ccc1Cl	-3	-1	5	-3	-0.8	20	19	23	0
COc1cc2c(c(OC)c1OC)-c1ccc(N(C)CC(OC)OC)c(=O)cc1[C@@H](NC(C)=O)CC2	-4	7	6	1	-0.8	18	17	12	-3
N#CCCN(C(=O)COC(=O)c1ccc2c(=O)n3c(nc2c1)CCC3)c1ccccc1	-3	1	13	-2	0.0	14	11	-10	2
Cc1cc(C(=O)OCC(=O)Nc2nnc(C(C)C)s2)c2ccccc2n1	0	6	-18	-1	23	19	-2	0	5
O=C(NCCc1ccc(Cl)cc1)c1nnc(Cc2ccc(Cl)cc2)o1	3	3	-9	-1	0.9	5	-27	-17	0
Cc1nnsc1-c1nc2ccccc2[nH]1	0	-4	16	4	-0.3	10	17	16	-2
CC(=O)N(c1nc(CCl)cs1)c1c(C)cc(C)cc1C	3	2	23	-5	-0.3	5	28	24	-1
COc1ccc(S(=O)(=O)Nc2noc3ccccc23)cc1OC	-1	-1	-3	-2	-0.1	5	15	-3	-4
